Source: PubChem BioAssay (several laboratories)
Scp-1 inhibitor: Scp-1 phosphatase inhibitors, primary screen, biochemical, colorimetric, uHTS; Carboxy-terminal domain RNA polymerase II polypeptide A small phosphatase 1 (Homo …; Recombinant Scp1, phosphopeptide, malachite green phosphate absorbance; inhibition, % at 20 µM; hit rate 0.88% among 340,000;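 active = inhibition above about 50% at 20 µM, limit read from the data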;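 also: plate controls were DMSO wells with enzyme for no effect and wells lacking enzyme for full effect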
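Assay system: SCP-1 catalytic fragment, aa 76-261 | Buffer or medium: Tris acetate buffer pH 5.5 with MgCl2 and Tween-20 | Compound: One concentration, 20 µM, with 1.0% DMSO | Also added: Phospho 17-mer peptide substrate | Signal: Absorbance at 630 nm | Incubation: 45 min enzyme reaction at room temperature | Measure: % inhibition of SCP-1 phosphate liberation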
DNMT1 block: human DNMT1 methyltransferase inhibitors, primary screen, biochemical, molecular beacon, fluorescence, HinP1I cleavage, uHTS | hit rate 0.83% among 360,000 | inhibition (reported as % activation of signal), % at 10 µM | DNA (cytosine-5)-methyltransferase 1 (Homo sapiens), P26358; in the data active = inhibition above about 50%
Target sequence (P26358 504-1616 limits assumed): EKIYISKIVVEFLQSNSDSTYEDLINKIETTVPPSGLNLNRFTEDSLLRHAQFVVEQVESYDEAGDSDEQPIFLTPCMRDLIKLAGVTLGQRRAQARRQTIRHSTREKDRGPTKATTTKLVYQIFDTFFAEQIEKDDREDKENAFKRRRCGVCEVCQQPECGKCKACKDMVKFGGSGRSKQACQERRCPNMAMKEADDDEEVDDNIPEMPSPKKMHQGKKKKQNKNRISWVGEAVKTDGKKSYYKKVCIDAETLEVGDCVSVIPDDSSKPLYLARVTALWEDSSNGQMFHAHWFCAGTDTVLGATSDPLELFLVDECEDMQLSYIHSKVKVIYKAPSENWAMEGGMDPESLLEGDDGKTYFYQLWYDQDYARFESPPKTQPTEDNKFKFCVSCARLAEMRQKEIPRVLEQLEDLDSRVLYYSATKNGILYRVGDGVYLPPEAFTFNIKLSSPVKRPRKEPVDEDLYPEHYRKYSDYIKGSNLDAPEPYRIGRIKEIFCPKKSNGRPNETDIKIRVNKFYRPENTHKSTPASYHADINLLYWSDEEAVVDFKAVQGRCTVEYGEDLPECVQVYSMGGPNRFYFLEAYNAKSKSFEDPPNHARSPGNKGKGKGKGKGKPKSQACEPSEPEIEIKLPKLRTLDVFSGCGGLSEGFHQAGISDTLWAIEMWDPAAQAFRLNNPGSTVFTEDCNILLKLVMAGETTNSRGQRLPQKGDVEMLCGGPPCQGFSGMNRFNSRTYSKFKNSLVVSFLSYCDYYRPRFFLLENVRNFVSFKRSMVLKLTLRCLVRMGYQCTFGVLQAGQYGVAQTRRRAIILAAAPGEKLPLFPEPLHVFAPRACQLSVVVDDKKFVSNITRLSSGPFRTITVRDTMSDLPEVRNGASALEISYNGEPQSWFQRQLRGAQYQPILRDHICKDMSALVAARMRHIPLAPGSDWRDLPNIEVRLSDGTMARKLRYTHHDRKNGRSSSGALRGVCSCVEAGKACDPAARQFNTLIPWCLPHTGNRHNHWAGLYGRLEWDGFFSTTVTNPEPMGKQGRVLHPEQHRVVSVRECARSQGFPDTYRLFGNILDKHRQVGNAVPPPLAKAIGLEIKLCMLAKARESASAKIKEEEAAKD
SUMO1-SIM PPI: modulators of SUMO1 protein-protein interactions, primary screen, biochemical, uHTS. AID 602429, 2012. hit rate 0.33% among 360,000. Small ubiquitin-related modifier 1 (Homo sapiens), P63165. inhibition, % at 20 µM. SUMO1 binding to a labelled peptide, TR-FRET, 1 h; in the data active = inhibition above about 37%
STEP block: STEP phosphatase inhibitors, primary screen, biochemical, fluorescence intensity, uHTS; recombinant STEP, OMFP fluorogenic substrate; inhibition, % at 20 µM; Tyrosine-protein phosphatase non-receptor type 5 (Homo sapiens), P54829; hit rate 0.25% among 360,000;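 active = inhibition at 20 µM, scaled per plate between control wells, above about 37%, limit read from the data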;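 also: 0% = DMSO with enzyme and substrate and 100% = substrate only without enzyme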
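Material: STEP (striatal-enriched tyrosine phosphatase) enzyme, cell-free; Compound dosing: 20 µM single dose in 1% DMSO; Technique: fluorescence read at 480 nm ex / 540 nm em; Times: reaction 20 min, ambient temperature; Medium: 50 mM Bis-Tris pH 6.0 with 2.5 mM DTT and 0.005% Tween 20; Also added: OMFP at 25 µM.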
LMPTP block: LMPTP phosphatase inhibitors, primary screen, biochemical, fluorescence intensity, uHTS | Low molecular weight phosphotyrosine protein phosphatase (Homo sapiens), P24666 | recombinant LMPTP-A, OMFP fluorogenic substrate | inhibition, % at 20 µM | hit rate 0.22% among 360,000;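 active = compounds that cut the enzyme signal by at least half of the control window in the single-dose screen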;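 also: plate controls were DMSO wells with enzyme plus substrate for no effect and substrate without enzyme for full effect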
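Test system: LMPTP-A phosphatase enzyme; input: 0.625 nM LMPTP-A final; reagent: OMFP substrate, 400 µM final; compound dosing: 20 µM single dose, 3% DMSO; incubation: 50 min dark incubation at room temperature; measured by: endpoint fluorescence intensity from OMFP dephosphorylation; measure: % inhibition relative to no-enzyme and uninhibited control wells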
NadD inh: inhibitors of S. aureus NadD, primary screen, biochemical, colorimetric, uHTS; hit rate 0.78% among 360,000; inhibition, % at 20 µM; Nicotinate-nucleotide adenylyltransferase NadD (Staphylococcus aureus N315); AID 602399, 2012; purified NadD enzyme, colorimetric absorbance read-out; in the data active = inhibition above about 26%; also: some compounds past the cut are filed as inactive
Rpn11 inh: Rpn11 (PSMD14) deubiquitinase inhibitors, primary screen, biochemical, fluorescence polarization, uHTS; human 26S proteasome, Ub4-pepOG fluorescence polarization; 20S core pre-blocked with epoxomicin; calls only at 20 µM; hit rate 0.59% among 360,000; AID 588493, 2011;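 active = inhibition at 20 µM, scaled to each plate's controls, above about 33%, limit read from the data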
MsrA inhibitor: bovine MsrA enzyme inhibitors, primary screen, biochemical, absorbance, HTS | Methionine sulfoxide reductase A (Bos taurus) | purified bovine MsrA, absorbance read-out | inhibition, % at 15.5 µM | hit rate 0.75% among 360,000; in the data active = inhibition above about 4.5%;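 also: 0% = vehicle wells with enzyme and 100% = reference inhibitor wells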
CSN deneddyl inh: inhibitors of CSN-mediated cullin deneddylation, primary screen, biochemical, fluorescence polarization, uHTS; COP9 signalosome complex subunit 5 (Homo sapiens), Q92905; Purified CSN, SCF-Nedd8-OG deneddylation; inhibition, % at 12.5 µM; hit rate 0.38% among 360,000; AID 651999, 2013;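 active = pattern-corrected inhibition above about 35%, with an unprinted fluorescence ratio check between 0.5 and 1.5, limit read from the data, passing the limit was not always enough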;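 also: 0% = enzyme with substrate and 100% = substrate without enzyme; some results filed as inactive read as strong as hits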
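Test system: purified human Csn5 enzyme expressed in HEK293T cells. Amount: 0.24 nM enzyme. Reagent: SCFSkp2-Nedd8OG substrate at 10 nM final. Schedule: 90 min incubation of compound, enzyme and substrate at room temperature. Detection: fluorescence polarization. Read-out: % inhibition of substrate cleavage by Csn5.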
TbMetRS inhib: T. brucei MetRS inhibitors, primary screen, biochemical, luminescence; inhibition, % at 11.9 µM; methionyl-tRNA synthetase (Trypanosoma brucei brucei); purified T. brucei MetRS, ATP depletion, Kinase-Glo luminescence; hit rate 0.4% among 360,000;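 active = inhibition above a per-plate cutoff of the control wells' mean inhibition plus 3 SD, cut at about 5.5% in these data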;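 also: 0% = DMSO wells median and 100% = median of wells with control inhibitor compound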
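System: purified T. brucei MetRS enzyme / Detection: Kinase-Glo luciferase luminescence reporting remaining unconsumed ATP / Medium: HEPES buffer with MgCl2, KCl, DTT, spermine, BSA, pyrophosphatase / Replication: singlicate, one well per compound / Evaluation: percent inhibition relative to median high and low control wells / Schedule: 2 h aminoacylation at 25 °C after 15 min preincubation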
The depositor's hits bear a star; i = inactive; / = not tested or not shown.

NadD inh	CSN deneddyl inh	DNMT1 block	Rpn11 inh	Scp-1 inhibitor	TbMetRS inhib	LMPTP block	MsrA inhibitor	SUMO1-SIM PPI	STEP block	canonical_smiles
0	-4	3	i	-9	0.1	-1.1	-0.5	1	0	Cc1ccnc(SCCn2c(N3CCN(Cc4ccccc4)CC3)nc3c2c(=O)[nH]c(=O)n3C)n1
-9	4	2	i	7	-0.5	-0.3	1.2	-1	-4	Cc1ccc(N(CC(=O)NCc2ccco2)C(=O)CNS(=O)(=O)c2ccccc2)c(C)c1
-1	3	4	i	0	0.2	0.1	-1.4	2	0	CCN(C(=O)CSc1nnc(-c2ccccc2Cl)n1N)c1c(N)n(Cc2ccccc2)c(=O)[nH]c1=O
-7	-2	3	i	-4	0.4	-2.3	0.2	-1	-1	COCCCNC1CS(=O)(=O)CC1O (centres undefined)
9	2	0	i	9	-0.7	-0.2	0.3	1	1	Cc1ccc(-c2c3c(=O)n(C)c(=O)n(C)c3cn2Cc2ccccn2)cc1
1	6	-1	i	0	0.5	0.5	0.0	0	-2	CCOc1nc(NCCc2ccc(OC)c(OC)c2)nc(N2CCN(c3ccc(OC)cc3)CC2)n1
3	1	-6	i	10	0.6	2.9	-0.1	1	2	Cc1ccc(OCC(=O)Nc2ccc(N3CCN(C(=O)c4ccco4)CC3)cc2)c(C)c1
-4	-1	2	i	-2	-0.3	0.3	0.3	-2	3	Cc1ccc(C(=O)NCC(=O)OCC(=O)Nc2ccc(Cl)cn2)cc1
-7	-2	-1	i	4	-0.6	0.2	1.6	-1	-5	Cc1ccc(NC(=O)Nc2cccnc2)cc1Cl
-5	2	-2	i	-7	-0.4	-0.6	1.7	1	0	COc1ccc(NC(=O)c2ccc(S(=O)(=O)C(F)F)cc2)c(OC)c1
-4	-1	-6	i	-21	-0.2	3.7	0.6	1	-2	CCN(c1ccccc1)S(=O)(=O)c1ccc(NC(=S)NC(=O)c2cccs2)cc1
3	2	-1	i	-3	-0.3	-2.1	0.3	2	0	Cc1cccc(N(CC(N)=O)S(C)(=O)=O)c1C
1	-6	-1	i	-5	-0.2	-1.2	0.3	3	1	C=CCNC(=O)c1cc(-c2ccccc2O)on1
-6	0	-1	i	-7	-1.6	-0.6	-0.1	-3	2	CC(=O)C(Cc1ccccc1)(Cc1ccccc1)C(C)=O
3	-3	-10	i	-4	-1.5	0.1	0.6	-3	-2	c1cc(CNc2ccc3c(c2)OCCO3)ccn1
-4	3	-3	i	-8	-0.4	-0.9	-0.6	1	1	CN(C)/C=N/NC(=O)c1ccccc1Cl
5	-4	3	i	-6	-0.8	-0.3	-1.0	8	-2	Cc1onc(-c2ccccc2)c1C(=O)N[C@@H]1C(=O)N2C1SC(C)(C)[C@@H]2C(=O)O (some centres undefined)
-2	-1	2	i	2	-0.8	-0.5	1.7	0	0	Cc1nc(NC(=O)c2ccncc2)sc1C(=O)N(C)C
-2	4	-4	i	-5	0.2	2.4	-1.9	-4	2	CS(=O)(=O)N1CCN(c2ccccc2NC(=O)c2ccc3ccccc3c2)CC1
9	7	-1	i	-4	-0.6	-0.8	-0.3	0	0	O=C(NCc1ccccn1)C1CCN(Cc2cnn(-c3ccccc3)c2-n2cccc2)CC1
15	0	12	i	103*	-0.9	-0.9	11*	-4	-1	CC1C[N+](=C2C=C(N3CCOCC3)CC(C)(C)C2)CC(C)O1 (centres undefined)
-3	-3	1	i	-5	1.1	-0.9	-0.9	-23	2	COc1cccc(NC(=O)CN(C)C(=O)c2ccc(-n3cncn3)c([N+](=O)[O-])c2)c1
-2	-1	-5	i	6	-0.5	2.9	-0.5	6	2	CC1CCc2c(sc(NC(=O)CN3CCN(C(=O)c4ccco4)CC3)c2C#N)C1 (centres undefined)
6	1	-8	i	-7	-1.2	2.4	-0.8	-4	-4	Cc1ccc(C)c(S(=O)(=O)NC(C)C(=O)Nc2ccc(-c3nc4ccccc4s3)cc2)c1 (centres undefined)
-2	0	1	i	-15	0.3	-0.1	1.4	3	0	COc1ccc(C2CC(=O)Oc3c2c(=O)n(C)c2ccccc32)c(OC)c1OC (centres undefined)
-2	-1	4	i	-8	-0.1	-0.4	-0.5	7	-1	COC(=O)[C@H](Cc1ccccc1)[C@@H](C)OS(N)(=O)=O
6	5	13	i	8	-0.3	-0.3	/	5	2	COc1ccc2[nH]c(=O)c(-c3nnn(-c4ccc(Cl)nc4)n3)cc2c1
-5	5	-1	i	0	-0.7	0.0	0.9	3	-3	CCOC(=O)CNC(=O)c1ccc(OCC(F)(F)F)cc1
-6	-2	-1	i	-5	-0.4	-1.3	0.6	0	0	Cc1nc2ccc(NC(=O)C3=NN(C)C(=O)CC3)cc2s1
3	0	-1	i	9	-3.0	4.5	-0.1	0	4	CCOc1ccc(OCC)c(NC(=O)CN2CCN(c3cccc(C)c3)C(C)C2)c1 (centres undefined)

Among those listed so far, two contain an aryl thioether with sulfur outside any ring.
NadD inh	CSN deneddyl inh	DNMT1 block	Rpn11 inh	Scp-1 inhibitor	TbMetRS inhib	LMPTP block	MsrA inhibitor	SUMO1-SIM PPI	STEP block	canonical_smiles
0	-4	3	i	-9	0.1	-1.1	-0.5	1	0	Cc1ccnc(SCCn2c(N3CCN(Cc4ccccc4)CC3)nc3c2c(=O)[nH]c(=O)n3C)n1
-1	3	4	i	0	0.2	0.1	-1.4	2	0	CCN(C(=O)CSc1nnc(-c2ccccc2Cl)n1N)c1c(N)n(Cc2ccccc2)c(=O)[nH]c1=O

Next section.
NadD inh	CSN deneddyl inh	DNMT1 block	Rpn11 inh	Scp-1 inhibitor	TbMetRS inhib	LMPTP block	MsrA inhibitor	SUMO1-SIM PPI	STEP block	canonical_smiles
7	1	-5	i	44	-0.3	-0.9	-0.9	-4	0	CC1CC(C)(C)OC(C[N+]2(C)CCCCC2)O1 (centres undefined)
-3	-3	-1	i	10	-1.0	-1.8	0.7	2	-2	CC(=O)OC(COc1ccccc1)Cn1cnc2cc(C)c(C)cc21 (centres undefined)
-3	-2	2	i	-1	0.1	-0.6	-1.3	-3	0	CC(=O)Nc1ccc(C(=O)COC(=O)CCS(=O)(=O)c2ccccc2)cc1
-6	6	-3	i	-4	-2.1	1.2	0.3	-1	0	CCC(C(=O)O/N=C(\N)c1ccc(C)cc1)c1ccccc1 (centres undefined)
1	4	-2	i	1	0.5	-0.7	/	5	-2	COC(=O)c1ccc(CC(=O)c2ccc(O)cc2O)o1
6	1	-2	i	-5	-0.1	1.6	0.4	7	-3	O=C(CN1C(=O)NC(c2ccccc2)(c2ccccc2)C1=O)N1CCN(c2ccccc2F)CC1
1	0	5	i	-5	-0.3	-0.9	-0.9	2	0	COc1ccc(C(=O)OC(C)C(=O)NC2CCCC2)cc1S(=O)(=O)N1CCOCC1 (centres undefined)
3	-2	-7	i	-1	1.0	4.5	1.0	6	-3	CCc1c(C)nc2c(-c3ccccc3)c(C)nn2c1Nc1ccc(NC(C)=O)cc1
10	-4	-10	i	3	-0.2	1.7	0.2	3	5	COc1ccc(NC(=S)/N=C(\N)Nc2nc(C)c3ccc(C)cc3n2)cc1
-4	-5	1	i	-19	0.2	-0.4	4.7*	-29	2	COc1ccc(C2=NS(=O)(=O)N(C)C(C(=O)NCc3cccs3)=C2)cc1OC
2	1	-1	i	-7	0.7	-0.1	0.3	2	-3	CCC(=O)N(Cc1cc2ccccc2[nH]c1=O)C(C)C
-4	1	0	i	-5	-0.3	-0.3	-0.3	-30	0	Cc1ccc(C)c(NC(=O)COC(=O)c2cc3ccccc3oc2=O)c1
0	-13	-1	i	-7	1.1	-0.5	0.2	4	-3	COc1ccccc1NC(NC(=O)c1ccccn1)C(Cl)(Cl)Cl (centres undefined)
-1	0	3	i	/	-0.3	-2.2	-0.4	-4	0	CCCCN(C(C)=O)c1c(CC)nc2ccc(C(=O)NCCCN(C)C)cn12
2	-7	1	i	3	0.2	-2.7	-0.4	-3	1	O=C1C2C3C=CC(C3)C2C(=O)N1c1ccc2ccccc2n1 (centres undefined)
4	9	-4	i	-11	4.5	7.5	0.9	7	0	CSc1nsc2nc(=O)c(/C=C3\C(C)=Nc4ccc(C)cc43)c(N)n12
6	-2	0	i	6	-0.5	-2.7	-0.1	-1	-3	COc1cc(OC)cc(N(C(=O)c2ccco2)C(C(=O)NC2CCCC2)c2ccc(N(C)C)cc2)c1 (centres undefined)
-7	-17	2	i	-5	-0.1	0.8	-1.2	-1	3	CC1(C)CC(CCNS(=O)(=O)c2ccccc2)(c2ccccc2)CCO1 (centres undefined)
-1	1	-3	i	-12	0.2	5.4	-0.2	-2	-1	CC(CNc1ccc(Cl)cc1)(CNc1ccc(Cl)cc1)[N+](=O)[O-]
-5	-5	-2	i	8	0.6	1.5	-1.4	0	5	S=C(Nc1ccc(Cl)c(Cl)c1)NC1CCN(Cc2ccccc2)CC1
1	-7	0	i	-8	-0.3	-0.9	0.1	-4	1	O=C(C[n+]1ccccc1)N1CCCc2ccccc21
1	1	1	i	-6	-0.8	-1.7	-1.9	-2	-2	Cc1ccc(CCN2CC(C(=O)NCCN(C)C)CC2=O)cc1 (centres undefined)
-2	-6	2	i	-12	0.0	0.8	0.6	-1	2	CCOC(=O)c1csc(-n2nc(C)cc2C(F)(F)F)n1
1	-4	-2	i	/	-0.6	-0.6	/	-2	0	CC1CC2(CC(CN(C3CCCCC3)C3CCCCC3)OC2=O)C(=O)O1 (centres undefined)
-1	-1	-1	i	3	-1.2	-0.3	3.9	-10	-3	CC(C)NC(=O)c1cnc(N2CCN(c3ccccn3)CC2)c2ccccc12
